# Assay outcomes: PubChem, NCI
# Growth percent in the NCI-60 one-dose screen (48 h, 10 µM unless noted): 100 = growth as untreated, 0 = no growth, -100 = all killed.
# T-47D – T-47D breast cancer. actives 5% (n = 79,000)
# BT-549 – BT-549 breast cancer | actives 4.4% (n = 78,000)
# MALME-3M – MALME-3M melanoma; actives 5.8% (n = 78,000); AID 1794766
# UACC-257 – UACC-257 melanoma. actives 4.4% (n = 78,000). AID 1794764
# UACC-62 – UACC-62 melanoma; actives 5.4% (n = 81,000); AID 1794756
# LOX IMVI – LOX IMVI melanoma; AID 1794757; actives 7.4% (n = 79,000)
# HS 578T – HS 578T breast cancer. actives 4.1% (n = 78,000). AID 1794788
# SK-MEL-2 – SK-MEL-2 melanoma; AID 1794763; actives 4.7% (n = 77,000)
# Starred values were filed as active, the others as inactive; x = no result given; & = joins results of further samples. The calls were made as follows: active = growth percent below 10; inactive = the rest.
1	CCOC(=O)CC[C@H](NC(=O)c1ccc(NC(=O)Cn2cnc3c(c(C)nn3-c3ccc(F)cc3)c2=O)cc1)C(=O)OCC
2	O=C(/C=C/c1ccc(F)cc1)c1ccc(Nc2nc(NCCO)nc(Nc3ccc(Cl)cc3)n2)cc1
3	O=C1CC(N2CCC(Oc3ccc4c(c3)OCO4)CC2)C(=O)N1c1ccccc1 (configuration not stated)
4	O=C(Nc1ccc(NC(=O)c2ccc([N+](=O)[O-])cc2)cc1)c1ccc([N+](=O)[O-])cc1
5	O=C(Nc1cccc(Oc2nnc(Cl)c3ccccc23)c1)Nc1ccc(Cl)c(C(F)(F)F)c1
6	COc1ccc(C(=O)c2ccccc2C(=O)c2ccccc2)cc1
7	CC(=O)CC(C)=Nc1cccc(N=C(C)CC(C)=O)c1
8	O=C(Nc1ccc(OCc2nnc(-c3ccccc3)o2)c(F)c1)c1cccc(C(F)(F)F)c1

Assay by compound | 1 | 2 | 3 | 4 | 5 | 6 | 7 | 8
T-47D | 92 | 42 | 96 | 102 | -25* | 85 | 117 | 66
BT-549 | 93 | 72 | 101 | 103 | -37* | 95 | 111 | 95
MALME-3M | 97 | 97 | 102 | 114 | -50* | 90 | 109 | 70
UACC-257 | 92 | 99 | 106 | 95 | -68* | 102 | 89 | 79
UACC-62 | 88 | 75 | 104 | 109 | -82* | 92 | 85 | 81
LOX IMVI | x | 37 | 101 | 98 | -93* | 96 | 102 | 56
HS 578T | x | 87 | 91 | 122 | -17* | 109 | 90 | 77
SK-MEL-2 | 100 | 103 | 118 | 116 | -72* | 109 | 90 | x

# Part of the list above, limited to MALME-3M.
no. | Compound | MALME-3M
5 | O=C(Nc1cccc(Oc2nnc(Cl)c3ccccc23)c1)Nc1ccc(Cl)c(C(F)(F)F)c1 | -50*
6 | COc1ccc(C(=O)c2ccccc2C(=O)c2ccccc2)cc1 | 90

# The list continues:
9	O=C(CCCCCCN1CC(=O)N2[C@@H](c3ccc(Cl)s3)c3[nH]c4ccccc4c3C[C@H]2C1=O)NO
10	OCc1ccc(Cl)c(Cl)c1
11	O=COC1CC2CCC13CC=CCC23 (configuration not stated)
12	Cc1ccccc1/C=C1/SC(=O)N(CC(=O)N2CCN(c3cc4c(cc3F)c(=O)c(C(=O)O)cn4C3CC3)CC2)C1=O
13	[C-]#[N+]c1c(-c2ccc(Cl)cc2)cc(-c2ccc(N)cc2)[nH]c1=O
14	Cc1ccc(C)n1-c1nnc(N2CCCC(C(=O)NCCc3c[nH]c4ccccc34)C2)s1 (configuration not stated)
15	CCCCCCC(=O)CC(=O)OCC
16	CSc1nn(-c2nc(-c3cccs3)c(C#N)c(=O)[nH]2)c(N)c1C#N

Assay by compound | 9 | 10 | 11 | 12 | 13 | 14 | 15 | 16
T-47D | 28 | 94 | 96 | 105 | 97 | 67 | 104 | 88
BT-549 | 86 | 99 | 98 | 101 | 98 | 83 | 105 | 97
MALME-3M | 22 | 115 | 102 | 97 | 93 | 89 | 113 | 103
UACC-257 | 53 | 98 | 98 | 98 | 103 | 90 | 90 | 99
UACC-62 | 22 | 98 | 110 | 95 | 92 | 69 | 102 | 97
LOX IMVI | -63* | 102 | 59 | 97 | 100 | 94 | 95 | 98
HS 578T | 65 | 84 | 109 | 101 | 97 | 87 | x | 94
SK-MEL-2 | 60 | 98 | x | 95 | 109 | 96 | 100 | 100

17	OC(CSc1ccccc1)CN1CCN(c2ccccc2)CC1 (configuration not stated)
18	CC(=O)O[C@H]1CC[C@@]2(C)[C@@H](CC[C@@H]3[C@@H]2CC[C@]2(C)C=C(C=O)C[C@@H]32)C1
19	CCN1Cc2nc3sc(C)c(C)c3c(=O)n2C=C1C
20	CC(C)(C)c1ccc(CC(=O)Nc2sc3c(c2C(N)=O)CCC(=O)C3)cc1
21	COc1cccc(N2C(=O)/C(=C/C3=Cc4ccccc4OC3)SC2=S)c1
22	Cc1[nH]c(C(=O)Nc2ccccc2OCc2cccc(C(=O)NC3CCNC3)c2)c(Cl)c1Cl (configuration not stated)
23	COc1ccc(-c2csc(NC(=O)c3cc(OC)c(OC)c(OC)c3)n2)cc1
24	CC1(C)c2ccccc2-c2nc3ccccc3cc2C1N1CCOCC1 (configuration not stated)

Assay by compound | 17 | 18 | 19 | 20 | 21 | 22 | 23 | 24
T-47D | 113&104 | 34 | 37 | -15* | 100 | 54 | 95 | 85
BT-549 | 112&98 | 68 | -5.5* | 9.6* | 109 | 84 | 106 | 104
MALME-3M | x | 67 | 79 | x | 103 | 74 | 96 | 144
UACC-257 | 101&106 | 99 | 69 | -11* | 106 | 103 | 98 | 97
UACC-62 | 94&100 | 79 | 47 | -33* | 95 | 75 | 89 | 74
LOX IMVI | 99&97 | -71* | 54 | -3.6* | 99 | -85* | x | 89
HS 578T | 89&119 | 105 | 43 | 34 | 99 | 88 | 96 | 100
SK-MEL-2 | 104&106 | 74 | 92 | -5.0* | 102 | 101 | x | 98

25	COc1ccc(C2=Nc3c(N)ncnc3NC(c3sc(Cl)nc3Cl)C2)cc1 (configuration not stated)
26	Cc1ccc2oc(=O)c(S(=O)(=O)Nc3ccccc3)c(O)c2c1
27	COc1ccc(/C=C/c2nc(Nc3ccc(N)cc3)c3ccccc3n2)cc1
28	O=C(Nc1cc(Cl)ccc1Cl)c1ccc(Cl)cc1Cl
29	COc1cc(-c2nc3ccccc3s2)cc(CN2CCCCC2)c1O
30	Nc1nc(-c2cccc([N+](=O)[O-])c2)c(N=Nc2cccc([N+](=O)[O-])c2)s1
31	Cc1cc(NC(=O)c2ccc(C)c(Nc3nccc(-c4cccnc4)n3)c2)cc(-n2cnc(C)c2)c1
32	CCCCCCCCCC(CCCCCCCCC)NCc1ccccc1

Assay by compound | 25 | 26 | 27 | 28 | 29 | 30 | 31 | 32
T-47D | 100 | 98 | 78 | 84 | 90 | 31 | -4.7* | 105
BT-549 | 89 | 106 | 93 | 107 | 91 | -41* | 41 | 111
MALME-3M | 118 | 94 | 93 | 100 | 115 | 52 | x | 96
UACC-257 | 104 | 85 | 108 | 122 | 105 | 89 | 87 | 108
UACC-62 | 98 | 100 | 44 | 90 | 99 | 55 | 45 | 96
LOX IMVI | 69 | 98 | 50 | 93 | 81 | 13 | 2.1* | 92
HS 578T | 99 | 97 | 90 | 105 | 97 | 38 | 5.7* | 105
SK-MEL-2 | x | 96 | 93 | 110 | 98 | x | 84 | 114

33	O=C1c2cc(Br)ccc2-n2c1nc1cc(Br)ccc1c2=O
34	CCOC(=O)NCCCC(=O)NCCc1ccccc1
35	S=c1n(Cc2ccc3ccccc3c2)c2ccccc2n1Cc1ccc2ccccc2c1
36	Cn1ccc2cc(NC(=O)Cn3cc(CN4CCCCC4)nn3)ccc21
37	Cc1cc(=O)n2n1-c1ccc(C(F)(F)F)cc1NC(=O)C2
38	COc1ccc2[nH]c(=O)c3c4ccccc4cn3c2c1
39	Nc1c(C(=O)Nc2ccccc2F)sc2nc3c(cc12)C(=O)CCC3
40	COc1ccc(S(=O)(=O)N2CCN(c3nccc(-c4c(-c5cccc(F)c5)nc5sccn45)n3)CC2)cc1

Assay by compound | 33 | 34 | 35 | 36 | 37 | 38 | 39 | 40
T-47D | 80 | 100 | 93 | 104 | 104 | 45 | 40 | 58
BT-549 | 124 | 110 | 98 | 109 | 112 | 38 | 60 | 91
MALME-3M | 44 | 103 | 98 | 108 | 97 | 13 | x | 124
UACC-257 | 43 | 103 | 96 | 111 | x | 51 | 67 | 93
UACC-62 | 86 | 107 | 92 | 97 | 101 | 28 | 24 | 68
LOX IMVI | 64 | 94 | 72 | 102 | 99 | 4.2* | 54 | 95
HS 578T | 96 | 106 | 97 | 107 | 92 | x | 37 | 93
SK-MEL-2 | 73 | 110 | x | 103 | 103 | 51 | 43 | 96

41	O=[N+]([O-])c1ccc(N/N=C/CCl)c([N+](=O)[O-])c1
42	O=c1c2ccccc2nc2c3[nH]c4c(Cl)c(Cl)ccc4c3ccn12
43	O=c1c(/C=C\c2ccco2)nnc2sc(Nc3ccccc3)nn12
44	CN1CCN(Cc2ccc(NC(=O)c3[nH]ncc3Nc3ncnc4sc5c(c34)CCCC5)cc2)CC1
45	Cc1nc2sccn2c1-c1cn2ccsc2n1
46	O=C(N/N=C/c1cccc2ccccc12)N/N=C/c1cccc2ccccc12
47	Cn1c(=O)[nH]c(=O)c2nc(/C=C/c3ccccc3)c(/C=C/c3ccccc3)nc21
48	O=C(CCN1C(=O)/C(=C/c2ccccc2F)SC1=S)N1CCOCC1

Assay by compound | 41 | 42 | 43 | 44 | 45 | 46 | 47 | 48
T-47D | x | 74 | 88 | 9.8* | -4.1* | 85 | 88 | 59
BT-549 | 107 | 73 | 97 | -21* | 80 | 104 | 95 | 108
MALME-3M | 104 | 100 | 113 | -75* | 78 | 95 | 106 | 74
UACC-257 | 105 | 88 | 98 | x | 91 | 96 | 104 | 90
UACC-62 | 94 | 98 | 105 | 4.7* | 83 | 94 | 94 | 83
LOX IMVI | 105 | 78 | 94 | -92* | 98 | 96 | 102 | -34*
HS 578T | 107 | x | 122 | -33* | 87 | 107 | 107 | 101
SK-MEL-2 | 108 | 103 | 27 | -54* | 98 | 98 | 101 | 113

49	CCN1CCN(c2ccc(NC(=O)Nc3ccc(-c4cc(C(=O)NC(C)C)c5ncccc5n4)cc3)cc2C(F)(F)F)CC1
50	COc1cccc(/C=C/c2nc3c(cnn3-c3ccccc3)c(=O)[nH]2)c1
51	Oc1ccc(C=NCCN=Cc2ccc(O)cc2O)c(O)c1
52	O=C(NNc1nc2cc(F)ccc2n2c(CN3CCCCC3)ccc12)c1cnccn1
53	O=C([C@@H]1C[C@@H]1c1ccc(S(F)(F)(F)(F)F)cc1)N1CCN(c2cc(Cl)ccc2C(F)(F)F)CC1
54	NC(CSCc1ccccc1)C(=O)O (configuration not stated)
55	C=C(C)[C@@H]1CC[C@]2(C)[C@H](CC(=O)[C@@H]3[C@@H]4CC(C)(C)CC[C@]4(C(=O)OC)CC[C@]32C)[C@@]1(C)CCC(=O)OC
56	Cc1ccc(-c2csc(NC(=O)c3ccccc3CN3C(=O)c4ccccc4C3=O)n2)cc1

Assay by compound | 49 | 50 | 51 | 52 | 53 | 54 | 55 | 56
T-47D | -66* | 58 | 101 | -62* | 46 | 106 | 66 | 97
BT-549 | -82* | 84 | 104 | x | 84 | 97 | 86 | 91
MALME-3M | -98* | 394 | 91 | 23 | 101 | 97 | 110 | 94
UACC-257 | -96* | x | 91 | -81* | 95 | 95 | 78 | 92
UACC-62 | -93* | 89 | 86 | -35* | 70 | x | 51 | 77
LOX IMVI | -100* | 78 | 96 | -70* | 102 | 88 | 71 | 99
HS 578T | -38* | 92 | 102 | 24 | 91 | 151 | 97 | 99
SK-MEL-2 | -71* | 75 | 107 | -67* | 84 | 112 | 89 | 97

# Fetched by compound from above:
55	C=C(C)[C@@H]1CC[C@]2(C)[C@H](CC(=O)[C@@H]3[C@@H]4CC(C)(C)CC[C@]4(C(=O)OC)CC[C@]32C)[C@@]1(C)CCC(=O)OC
50	COc1cccc(/C=C/c2nc3c(cnn3-c3ccccc3)c(=O)[nH]2)c1
51	Oc1ccc(C=NCCN=Cc2ccc(O)cc2O)c(O)c1
53	O=C([C@@H]1C[C@@H]1c1ccc(S(F)(F)(F)(F)F)cc1)N1CCN(c2cc(Cl)ccc2C(F)(F)F)CC1
54	NC(CSCc1ccccc1)C(=O)O (configuration not stated)
49	CCN1CCN(c2ccc(NC(=O)Nc3ccc(-c4cc(C(=O)NC(C)C)c5ncccc5n4)cc3)cc2C(F)(F)F)CC1
52	O=C(NNc1nc2cc(F)ccc2n2c(CN3CCCCC3)ccc12)c1cnccn1

Assay by compound | 55 | 50 | 51 | 53 | 54 | 49 | 52
T-47D | 66 | 58 | 101 | 46 | 106 | -66* | -62*
BT-549 | 86 | 84 | 104 | 84 | 97 | -82* | x
MALME-3M | 110 | 394 | 91 | 101 | 97 | -98* | 23
UACC-257 | 78 | x | 91 | 95 | 95 | -96* | -81*
UACC-62 | 51 | 89 | 86 | 70 | x | -93* | -35*
LOX IMVI | 71 | 78 | 96 | 102 | 88 | -100* | -70*
HS 578T | 97 | 92 | 102 | 91 | 151 | -38* | 24
SK-MEL-2 | 89 | 75 | 107 | 84 | 112 | -71* | -67*

# (continued)
57	CCN1CCC(O)(C(C(=O)OC)c2ccccc2)CC1 (configuration not stated)
58	CC(C)[C@H]1CC[C@H]2[C@@H](CC[C@H]3[C@](C)(CN)CCC[C@]23C)C1
59	COc1ccc(Nc2cc(N)nc(N)n2)cc1
60	CC(=O)c1cccc(Nc2ccnc(SCC(=O)c3ccc(-c4ccccc4)cc3)n2)c1

Assay by compound | 57 | 58 | 59 | 60
T-47D | 85 | 64 | 99 | 51
BT-549 | 102 | 99 | 100 | 94
MALME-3M | 93 | 83 | 105 | 83
UACC-257 | 106 | 108 | 99 | 103
UACC-62 | 91 | 93 | 89 | 76
LOX IMVI | 101 | x | 98 | 94
HS 578T | 110 | 95 | 104 | 86
SK-MEL-2 | 99 | 80 | 104 | 94
